Screens: PubChem BioAssay, several laboratories
S1P3 antagonist: S1P3 receptor antagonists, primary screen, cell-based. Sphingosine 1-phosphate receptor 3 (Homo sapiens), Q99500. CHO S1P3 NFAT-BLA reporter, FRET fluorescence, antagonist mode. inhibition, % at 4.98 µM. 0.27% of 170,000 active;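 active = inhibition above the plate cutoff, the mean inhibition of test wells on that plate plus 3 SD, cut at about 28% in these data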;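 note: cells challenged with S1P at its EC80 of 0.8 µM; blue over green emission ratio from cleaved BLA substrate after 4 h stimulation; 0% = S1P-stimulated wells and 100% = unstimulated DMSO-only wells; some compounds past the cut are filed as inactive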
Target sequence (Q99500 whole entry, looked up): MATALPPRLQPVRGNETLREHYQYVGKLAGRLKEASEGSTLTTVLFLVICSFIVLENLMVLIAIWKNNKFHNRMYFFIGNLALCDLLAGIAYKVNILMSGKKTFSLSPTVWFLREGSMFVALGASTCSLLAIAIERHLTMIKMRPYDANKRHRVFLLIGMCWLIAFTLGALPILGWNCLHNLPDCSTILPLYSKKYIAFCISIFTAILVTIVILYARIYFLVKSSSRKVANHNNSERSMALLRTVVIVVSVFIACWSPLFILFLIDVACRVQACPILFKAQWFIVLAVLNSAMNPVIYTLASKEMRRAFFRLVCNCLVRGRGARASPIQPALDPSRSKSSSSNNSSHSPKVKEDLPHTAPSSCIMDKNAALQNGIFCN
HMGR II inh: inhibitors of E. faecalis class II HMGR, primary screen, biochemical, Enterococcus faecalis | HMG-CoA reductase (Enterococcus faecalis, mvaE) | purified E. faecalis HMGR, NADPH absorbance 340 nm kinetic | inhibition, % at 10 µM | 0.41% of 190,000 active | AID 1066, 2008;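 active = inhibition above a set limit, the median over all tested compounds plus 3 SD, cut at about 9.5% in these data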;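 note: enzyme runs in reverse so mevalonate oxidation gives rising NADPH absorbance; 0% = complete reaction with DMSO and 100% = background rate lacking mevalonate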
Lmaj promast: Leishmania major promastigote growth inhibition, primary screen; Leishmania major promastigotes, resazurin fluorescence viability; inhibition, % at 10 µM; 9% of 200,000 active; AID 1063, 2008; in the data active = inhibition above about 50%;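 note: promastigotes grown with compound for 44 hours at 28 °C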
PMI act satM6P: human PMI activators, high substrate, primary screen, biochemical, fluorescence intensity, near-saturating mannose 6-phosphate; Mannose-6-phosphate isomerase (Homo sapiens), P34949; coupled PMI enzyme assay, resazurin fluorescence, 20 min; hits give high values; 1 = untreated enzyme, 0 = substrate-free blank; activation factor at 20 µM; 0.34% of 190,000 active;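 active = activation factor of 2 or more at 20 µM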
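Technique: Diaphorase-driven resazurin-to-resorufin fluorescence, excitation 544, emission 590 nm | Assay system: Human PMI in coupled enzyme assay | Times: Enzyme reaction with compound 20 min at room temperature | Medium: HEPES-buffered pH 7.4 with magnesium and detergent | Reagent: Mannose-6-phosphate 1.0 mM (near-saturating) plus 0.22 mM NADP+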
Hsp70 activator: Hsp70 transcriptional activators, primary screen, cell-based, HeLa, Hsp70 promoter luciferase, luminescence, 10 µM; HeLa Hsp70 promoter luciferase reporter; scaled: vehicle 0, proteasome-inhibitor control 100%; activation, % at 10 µM; 0.04% of 200,000 active; AID 1203, 2008;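 active = activation above the mean across all tested compounds plus 3 SD, cutoff set per campaign, cut at about 5.5% in these data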;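 note: 100% = MG132 at 30 µM as the positive control and 0% = DMSO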
RAM inhibit: inhibitors of the yeast RAM network, primary screen, dse1pr::URA3 reporter, 5-FOA selection | S. cerevisiae dse1pr::URA3 reporter, 5-FOA growth OD615, 2 d; analog-sensitive cbk1-as2 kinase mutant strain | inhibition, % at 50 µM | 1.8% of 190,000 active | AID 868, 2007;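 active = inhibition above a set limit, 3 SD over mean compound inhibition, cut at about 8.4% in these data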;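 note: 0% = DMSO-only wells with no growth and 100% = 10 µM 1-NA-PP1 full growth; inhibition rescues growth on 5-FOA so higher OD means more RAM inhibition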
DTT redox prof: compounds producing H2O2 with reducing agent – biochemical, NIH compound library profiling, artefact control for MLSCN library redox annotation, primary screen; DTT-dependent redox cycling H2O2, phenol red/HRP absorbance; 100% = 100 µM peroxide control, 0% = buffer; activation, % at 10 µM; 0.03% of 200,000 active; AID 878, 2007;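 active = activation of at least 50% relative to the plate's high and low controls in the primary single-dose screen; inactive = activation below 50%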;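 note: compound incubated with DTT at 0.8 mM final as the reducing agent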
TNAP inh hiacc: human TNAP enzyme inhibitors, primary screen, biochemical, luminescent, high phosphate acceptor level, uHTS; inhibition, % at 20 µM; purified TNAP, CDP-star luminescence, 1 M DEA; Alkaline phosphatase, tissue-nonspecific isozyme (Homo sapiens), P05186; 0.03% of 200,000 active;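 active = over 50% inhibition of tissue-nonspecific alkaline phosphatase at 20 µM in the single-dose screen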;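 note: plate controls were DMSO wells for no effect and EDTA-quenched wells as full inhibition for full effect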
Target sequence (P05186 whole entry, looked up): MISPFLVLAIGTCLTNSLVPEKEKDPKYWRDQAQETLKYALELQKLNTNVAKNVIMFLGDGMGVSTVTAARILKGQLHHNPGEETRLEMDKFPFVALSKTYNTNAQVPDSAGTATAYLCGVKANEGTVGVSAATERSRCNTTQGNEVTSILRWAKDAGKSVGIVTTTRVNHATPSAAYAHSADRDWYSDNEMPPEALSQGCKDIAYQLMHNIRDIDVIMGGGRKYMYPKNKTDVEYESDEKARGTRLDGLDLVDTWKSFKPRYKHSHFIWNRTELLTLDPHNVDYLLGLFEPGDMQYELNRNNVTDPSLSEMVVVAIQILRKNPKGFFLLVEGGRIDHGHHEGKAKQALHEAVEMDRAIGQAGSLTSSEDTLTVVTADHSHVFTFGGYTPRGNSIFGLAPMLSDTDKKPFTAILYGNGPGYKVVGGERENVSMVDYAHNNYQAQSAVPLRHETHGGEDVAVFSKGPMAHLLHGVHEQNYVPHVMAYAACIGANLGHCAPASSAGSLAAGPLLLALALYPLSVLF
TNAP inh noacc: human TNAP enzyme inhibitors, primary screen, biochemical, luminescent, no phosphate acceptor, uHTS | inhibition, % at 20 µM | Alkaline phosphatase, tissue-nonspecific isozyme (Homo sapiens), P05186 | 0.26% of 200,000 active | purified TNAP, CDP-star luminescence, 30 min | AID 1012, 2008;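 active = tissue-nonspecific alkaline phosphatase inhibition above about 50% at 20 µM in the single-dose screen, limit read from the data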;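 note: 0% = DMSO negative control and 100% = EDTA positive control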
PMI activator: activators of human PMI, primary screen, biochemical, fluorescence intensity, near-Km mannose 6-phosphate; purified human PMI, coupled resazurin fluorescence, 20 min; hits give high values; 1 = vehicle control, 0 substrate-free wells; activation factor at 20 µM; Mannose-6-phosphate isomerase (Homo sapiens), P34949; 0.005% of 190,000 active;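 active = activation factor of 2 or more at 20 µM, relative to plate controls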
Active calls of the source: *; / = no result given.

Order of results: DTT redox prof	S1P3 antagonist	TNAP inh hiacc	Hsp70 activator	TNAP inh noacc	Lmaj promast	PMI act satM6P	RAM inhibit	PMI activator	HMGR II inh
[1] CCc1ccc(N(C(=O)c2csnn2)C(C(=O)NC(C)(C)CC)c2cccnc2)cc1 (centres undefined)
  -0.8	4	-5	-0.2	-10	6	0.9	1.3	1	-2
[2] O=C(CSc1nc(-c2ccccc2Cl)ns1)Nc1ccc2c(c1)OCO2
  0.4	-7	6	0.0	-11	2	0.8	4.6	0.7	-4
[3] C/C(CC(=O)Nc1ccc(C)c(Cl)c1)=N\NC(=O)c1ccncc1
  -0.1	8	1	-0.2	-50	-7	1.2	0.0	1.3	-2
[4] CC(=O)Oc1ccc2oc(/C=C/N(C)C)c([N+](=O)[O-])c2c1
  -0.1	/	42	0.0	20	9	1	2.2	1	-1
[5] O=[N+]([O-])c1ccc(Oc2ccc(F)cc2Br)c2ccncc12
  1.8	/	-2	0.1	-6	28	0.5	-0.1	0.8	1
[6] CC(=O)c1cc2c(cc1N/C(=N/S(=O)(=O)c1ccccc1)c1ccc(Cl)cc1)OCO2
  0.2	4	-2	-0.4	-6	2	1	5.5	1	13*
[7] CCOC(=O)c1cc(=O)n(Cc2ccccc2C)c2ccccc12
  -0.1	/	-1	-0.1	-5	10	0.9	7.6	0.8	-3
[8] COc1ccc(Nc2nc3ccc(C)cc3cc2C#N)c(OC)c1
  0.4	-1	3	-0.2	4	-4	0.8	4.6	1	2
[9] Nc1nnc(SCC(=O)OCC(=O)Nc2ccccc2)s1
  -0.2	3	-6	0.2	-3	-3	1.1	-0.6	1	-1
[10] CCN(CC)c1ccc(C2C(C(=O)OCCOC)=C(C)NC3=C2C(=O)CC(C)(C)C3)cc1 (centres undefined)
  -0.4	-32	1	-0.2	-8	10	0.9	-0.3	0.8	0
[11] CCOC(=O)N1CCN(C(=O)c2oc3ccc(S(=O)(=O)N4CCCCC4)cc3c2C)CC1
  1.2	-14	-7	-0.4	-2	5	1	2.3	1.1	-7
[12] Cc1ccc(S(=O)(=O)N2CCN(C(=O)CSc3nnnn3C)C2)cc1
  2.2	-15	-6	-0.1	-16	-6	1	2.3	1	-5
[13] COc1cc(OC)c2c(C)cc(=O)oc2c1
  3.5	18	-6	-0.1	1	3	1.1	0.0	1	-4
[14] Cc1ccc(S/C(=N\S(=O)(=O)c2ccc(Cl)cc2)c2ccccc2)cc1
  -4.4	/	-1	0.4	-7	-9	1.2	0.0	0.7	-6
[15] COc1cc(C(=O)Nc2nnc(C(F)(F)F)s2)c([N+](=O)[O-])cc1OC
  -1.9	6	-3	0.1	-6	0	0.6	0.4	0.9	1
[16] O=C(Nc1cnn(C23CC4CC(CC(C4)C2)C3)c1)c1cc(-c2ccccc2)on1
  1.7	28	1	-0.2	-8	-1	1	1.7	0.9	-1
[17] CCC(CC)C(=O)Nc1cccc(C(=O)NCCc2ccccc2)c1
  -0.1	-2	-4	-0.2	-6	-4	1	0.1	1	-3
[18] CC(=O)C(Sc1nc(N(C)C)nc(N(C)C)n1)C(=O)Nc1ccccc1 (centres undefined)
  -0.5	-10	-6	-0.3	-18	-2	1.1	0.6	0.9	2
[19] COc1ccc(C=O)cc1COc1ccc(F)cc1F
  0.0	/	-5	0.2	-14	5	0.9	0.7	0.8	-6
[20] O=C(OCc1c(F)cccc1Cl)c1cnccn1
  3.0	-12	-5	-0.4	-10	-2	0.9	1.6	0.9	-2
[21] COC(=O)c1sc(NC(=O)c2ccc(Cn3cc(Cl)cn3)o2)c(C#N)c1C
  0.3	-2	-6	-0.3	-2	21	0.7	1.8	0.5	-2
[22] c1ccc(-c2csc(Nc3nc(N4CCOCC4)nc(N4CCOCC4)n3)n2)cc1
  -3.2	/	-6	0.0	-2	2	1	4.5	0.9	-2
[23] COc1cc(OC)cc(-c2nnc(SCC(=O)N3CCCCC3)o2)c1
  -0.7	16	-3	-0.3	-3	-2	1	0.1	1	5
[24] COc1cccc(-c2nn(C)c3sc(C(=O)NCc4ccc5c(c4)OCO5)cc23)c1
  -1.6	-24	-13	-0.2	-44	11	0.9	4.4	1	3
[25] Cc1c(Cl)cccc1NC(=O)CCC(=O)NNC(=O)c1ccco1
  2.2	/	-3	-0.1	-8	-3	0.9	2.5	0.9	-2
[26] Cc1occc1C(=O)Nc1cccc2ccccc12
  1.6	7	-3	0.3	-12	3	0.9	-0.8	1	-5
[27] COc1cccc(/C=N/NC(=O)C(=O)N2CCCC2)c1O
  -3.8	/	-3	-0.3	-19	53*	1.2	1.1	1.1	0
[28] O=C(Cc1cccs1)Nc1cccc(-c2nc3cc4ccccc4cc3[nH]2)c1
  -0.1	9	8	-0.1	-12	50	1	5.9	1	-4
[29] COCCNC(=O)COc1ccc(Br)cc1Cl
  0.9	/	2	-0.1	-8	1	1	1.5	1	-4
[30] O=C(COc1ccccc1F)Nc1cc(S(=O)(=O)N2CCOCC2)ccc1N1CCOCC1
  -0.6	-7	-5	-0.2	-11	37	0.9	-0.2	1	0
[31] COC(=O)/C=c1/s/c(=C(/C#N)C(=O)N2CCOCC2)n(-c2ccccc2)c1=O
  0.0	/	-3	-0.4	-6	-2	1.1	1.5	1	-3
[32] CCN(CC(=O)Nc1ccc(C(=O)OC)cc1)Cc1ccccc1
  -0.4	9	-3	0.5	-9	9	0.8	3.2	0.8	-2
[33] CNCCOCC(O)CSc1ccccc1 (centres undefined)
  2.9	8	-2	-0.4	-9	42	1	4.0	1	-2
[34] CC(C)(C)c1ccc(S(=O)(=O)N2CCC(CO)(CC3CCCCO3)CC2)cc1 (centres undefined)
  -0.3	2	-4	0.2	-3	4	0.9	0.6	1	-3
[35] O=C(O)Cn1cccc1C(=O)c1ccccc1
  -0.6	-8	-4	-0.3	-15	0	1.1	1.0	1.1	3
[36] COc1cc2cc(CN(CCCN3CCOCC3)C(=O)Nc3ccc(F)cc3)c(=O)[nH]c2cc1OC
  -0.2	-13	-2	-0.2	-6	20	1.1	-0.4	1	-3
[37] CN(C)S(=O)(=O)c1cccc(NC(=O)c2cc3ccccc3o2)c1
  0.4	/	2	0.2	-4	10	1	1.6	1	-4
[38] Cc1cccc(C)c1NC(=O)CCCN1CC(C)OC(C)C1 (centres undefined)
  0.2	/	-1	-0.2	-5	66*	1.1	1.4	1	1
[39] COC(=O)CCS(=O)(=O)c1ccc(Cl)c(Cl)c1
  1.4	6	-2	-0.2	-4	-5	0.9	0.7	0.9	1
[40] Nc1c(S(=O)(=O)c2cccs2)c2nc3ccccc3nc2n1Cc1ccccc1
  1.4	/	0	-0.2	-4	0	0.9	6.2	0.8	0
[41] CCCC(CCC)C(=O)NCCN1CCOCC1
  2.9	12	-3	-0.1	-12	-4	0.9	1.2	0.9	1
[42] COc1ccc(C(=O)N(C)Cc2ccccc2)cc1Br
  0.1	-6	3	-0.1	-11	-10	1	1.0	0.9	-5
[43] CCn1cc(C2=NOC(C(=O)Nc3cc(OC)c(Cl)cc3OC)C2)c(C)n1 (centres undefined)
  -2.9	11	-4	-0.3	-10	4	0.9	2.5	0.9	-2
[44] CCc1nnc(NC(=O)CN2C(=O)/C(=C/c3ccc(OC)c(OC)c3)SC2=S)s1
  -1.8	-16	-2	-0.2	-12	2	1	5.2	1	-7
[45] C/C=C/C(=O)OCC(=O)Nc1cccc(Br)c1
  -0.4	-12	-4	0.0	-10	-4	1.1	0.9	1.1	-1
[46] CC(=O)c1cccc(N(C(=O)Cn2nnc3ccccc32)C(C(=O)NCc2ccccc2)c2ccccn2)c1 (centres undefined)
  -0.1	-24	1	-0.5	-16	-3	1.1	0.3	0.9	-2
[47] COC(=O)CNC(=O)Cn1ccc2ccccc2c1=O
  1.1	-18	-6	0.0	-12	-10	1.1	2.9	1	-2
[48] Cc1ccccc1OCc1nnc(SCC(=O)N2CCc3ccccc32)n1C
  0.2	/	-1	0.0	-6	-6	0.9	4.9	1	-5
[49] CC(C)c1c(O)nc(SCC(=O)N2CCOCC2)[nH]c1=O
  0.3	/	-6	0.1	-20	-4	1	-0.1	1	-4
[50] Brc1ccc2c(c1)OCCOCCOCCOCCOCCO2
  0.5	0	1	-0.5	-10	-3	0.9	0.4	0.9	0
[51] CCOC(=O)c1c(C)n(C)c2ccc(OC(=O)c3ccc([N+](=O)[O-])cc3)cc12
  1.6	0	-7	-0.2	8	-4	1.1	5.2	1	-7
[52] COC(=O)[C@@H](NC(=O)Nc1ccc(S(N)(=O)=O)cc1)C(C)C
  0.3	-6	2	-0.2	-2	7	1	2.5	1	-3
[53] O=C(Nn1c(-c2ccc(Br)cc2)nc2ccccc2c1=O)c1ccncc1
  -0.6	-10	-2	0.1	-19	-2	1	2.1	1.1	3
[54] O=C(CN(c1ccc2c(c1)OCCO2)S(=O)(=O)c1ccccc1)Nc1ccc2c(c1)OCO2
  1.0	6	-1	-0.3	-2	1	0.8	6.3	0.8	-2
[55] CCOC(=O)Cc1nn(Cc2ccccc2)c(=O)c2ccccc12
  -0.8	-1	-4	-0.1	-8	-4	0.9	-1.0	0.9	14*
[56] Fc1cc(Cl)ccc1NC(=S)NCCN1CCOCC1
  0.4	-20	-7	-0.4	-7	11	0.9	0.1	0.9	-4
[57] O=[N+]([O-])c1ccc(N2CCCC2)cc1NC1CC1
  -0.3	-6	19	-0.3	16	0	0.7	0.2	0.9	-4
[58] Cc1ccc(S(=O)(=O)N2CCOCC2)cc1NC(=O)COC(=O)CNC(=O)c1ccc(Oc2ccccc2)cc1
  -0.5	1	0	-0.2	-5	44	0.9	2.7	0.9	-1
[59] O=C(Cc1ccc(Cl)c(Cl)c1)Nc1ccc2[nH]c(=O)[nH]c2c1
  -1.9	-16	-2	-0.2	-5	-14	1	4.0	1	1
[60] CCN1CC(=O)Nc2cc(S(=O)(=O)N3CCOCC3)ccc21
  -0.4	-9	0	-0.1	-8	4	1.1	1.5	1	-9
[61] N#Cc1c2c(c(NCCN3CCOCC3)n3c1nc1ccccc13)CCCC2
  -0.4	-7	-9	-0.3	-13	24	0.7	-0.7	0.8	-3
[62] Cc1cc(NC(=O)C(=O)NCCN2CCN(S(C)(=O)=O)CC2)ccc1Br
  0.0	-5	-3	-0.2	-4	-3	0.9	0.9	0.9	-2
